# BRCA1 expr up: BRCA1 expression activation; MCF7-BRCA1-FFLuc reporter, luminescence, 48 h; response scale: scaled: vehicle 0%, 10 µM genistein 100%; Potency, µM (series often up to 46.1 µM), without a hit: top-dose activation, hits mostly activators; 380,000 compounds, 1.1% hits; also: potency is read from the fitted curve at half-maximal effect; nearly all actives have a fitted effect of over 80% in size; some results filed as inactive show a strong effect at the top dose
#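 Cells: MCF7-BRCA1-FFLuc, 2000/well. Exposure: 48 h, 37 °C, 5% CO2. Read: luminescence, 15 min post-substrate. Controls: genistein 10 microM (maximal activation), DMSO (neutral).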
# p53 reactivation: re-activators of mutant p53; AID 504706; Potency, µM (titrated, usually from 92.2 µM), for the others: at the top dose activity change, positive = activation, hits mostly activators; 320,000 compounds, 0.063% hits; H1299 p53-A138V BP100-luciferase reporter, luminescence, 24 h; also: potency is read from the fitted curve at half-maximal effect; % of control where 0% means no effect; nearly all actives have a fitted effect of over 45% in size
#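 p53-null H1299 cells stably carrying temperature-sensitive p53-A138V and a BP100-luciferase reporter were pinned with compounds (4-point, 1:5 series) and held 24 hrs at 37 deg C. Luminescence was read 10 min after detection reagent.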
# ELG1 genotoxic: inducers of genotoxicity in HEK293T ELG1-luciferase cells; HEK293T ELG1-luciferase reporter, luminescence, 16 h; 330,000 compounds, 1.3% hits; Potency, µM (doses to about 46 µM), without a hit: top-dose activity change, positive = activation, most hits filed as activators; also: potency is read from the fitted curve at half-maximal effect; % of control where 0% means no effect; nearly all actives have a fitted effect of over 60% in size
#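 Luminescence read-out: rising ELG1-luciferase signal, reflecting elevated ELG1 protein under genetic stress, flags genotoxic compounds. Cells were treated for 16 hr at 37 °C before ONE-Glo detection.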
# VP16 counter: counter-screen for ROR gamma inhibitors: Gal4-VP16 reporter | Drosophila S2 Gal4-VP16 UAS-luciferase, luminescence, 20 h | Potency, µM (doses to about 53.6 µM), inactives show top-dose activity, negative = inhibition, hits mostly inhibitors | 310,000 compounds, 3.5% hits;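 also: Gal4-VP16 expression switched on by copper sulfate through the metallothionein promoter; potency is read from the fitted curve at half-maximal effect; % is scaled to controls: 0 for no effect and ±100 for the full control effect; nearly all actives have a fitted effect of over 50% in size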
# Tb PFK block: T. brucei PFK enzyme inhibition | T. brucei PFK, ADP-Glo luminescence | Potency, µM (series often up to 57.5 µM), for inactives: at the highest dose activity, negative = inhibition, most hits filed as inhibitors | 330,000 compounds, 0.17% hits | O15648 | AID 485367;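 also: potency is read from the fitted curve at half-maximal effect; 0% = uninhibited 1x PFK enzyme wells and -100% = no-enzyme wells; nearly all actives have a fitted effect of over 60% in size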
#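 ADP-Glo luminescence quantified ADP after 45 min at room temperature, with 1.25 nM T. brucei PFK, 0.1 mM ATP and 0.5 mM fructose-6-phosphate in pH 8.0 TEA buffer. qHTS titrations up to 57 µM; curves classified by quality.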
# TRPV1 ag: human TRPV1 agonism. Q8NER1. TRPV1-expressing cells, Fluo-8 calcium influx, agonist mode. activation, % at 8.33 µM. 320,000 compounds, 0.19% hits; in the data active = activation above about 80%; inconclusive = between about 30% and that limit; also: 0% is about no effect
#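 Cells expressing TRPV1 were dye-loaded with Fluo-8 and read kinetically: 10 s baseline, 3 min after compound (agonist portion), then 2 min after EC20 capsaicin (allosteric enhancer portion). Calcium-bound dye fluorescence at 480/520 nm.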
# ELG1 repair inh: ELG1-dependent DNA repair inhibition; 330,000 compounds, 2.3% hits; AID 504467; Potency, µM (top dose mostly 46.1 µM), inactives show at the highest dose activity change, negative = inhibition, usual class: inhibitors; HEK293T ELG1-luciferase reporter, luminescence, 16 h; DNA damage induced by 5-fluorouridine; also: potency is read from the fitted curve at half-maximal effect; % is scaled to controls: 0 for no effect and ±100 for the full control effect; nearly all actives have a fitted effect of over 55% in size
#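 In this reporter screen, reduction of luminescence relative to DMSO vehicle indicated activity. Compounds and 5-fluorouridine were added together to 2,000 cells per well, incubated for 16 hr at 37 °C, then developed with ONE-Glo.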
# NPC1 prom act: NPC1 promoter activation. 320,000 compounds, 2.4% hits. Huh7 NPC1 promoter luciferase reporter, 24 h. Potency, µM (doses to about 9.22 µM), for inactives: at the highest dose activation, most hits filed as activators. AID 485313;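 also: potency is read from the fitted curve at half-maximal effect; % of control where 0% means no effect; nearly all actives have a fitted effect of over 60% in size; reporter is driven by a mutant NPC1 promoter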
#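 Huh7 cells stably carrying NPC1 promoter–luciferase, plated in Opti-MEM with 10% FBS for 2 h, were exposed to compound in DMSO for 24 h at 37 °C; luciferase reagent was added for 10 min and luminescence read.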
# Rab9 prom act: Rab9 promoter activation; Huh7 Rab9 promoter-luciferase reporter, luminescence, 24 h; Potency, µM (doses to about 9.22 µM), for the others: at the highest dose activation, negative = inhibition, hits mostly activators; 320,000 compounds, 2.8% hits; AID 485297; also: potency is read from the fitted curve at half-maximal effect; % of control where 0% means no effect; nearly all actives have a fitted effect of over 60% in size
#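 Quantitative HTS format; Huh7 Rab9-luciferase reporter cells (1500/well) receive compound 2 h post-plating, incubate 24 h at 37 °C, then get luciferase reagent for 10 min before luminescence reading.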
# FLuc counter: counter-screen for miR-21 project: firefly luciferase inhibitors or activators | AID 588342 | purified FLuc, Km substrates, luminescence inhibition | 360,000 compounds, 6.9% hits | Potency, µM (titrated, usually from 57.5 µM), for the others: at the highest dose activity change, negative = inhibition, actives largely listed as inhibitors | P08659;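 also: potency is read from the fitted curve at half-maximal effect; plate controls were vehicle for no effect and reference inhibitor for full effect; nearly all actives have a fitted effect of over 55% in size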
# Target sequence (P08659 whole entry, looked up): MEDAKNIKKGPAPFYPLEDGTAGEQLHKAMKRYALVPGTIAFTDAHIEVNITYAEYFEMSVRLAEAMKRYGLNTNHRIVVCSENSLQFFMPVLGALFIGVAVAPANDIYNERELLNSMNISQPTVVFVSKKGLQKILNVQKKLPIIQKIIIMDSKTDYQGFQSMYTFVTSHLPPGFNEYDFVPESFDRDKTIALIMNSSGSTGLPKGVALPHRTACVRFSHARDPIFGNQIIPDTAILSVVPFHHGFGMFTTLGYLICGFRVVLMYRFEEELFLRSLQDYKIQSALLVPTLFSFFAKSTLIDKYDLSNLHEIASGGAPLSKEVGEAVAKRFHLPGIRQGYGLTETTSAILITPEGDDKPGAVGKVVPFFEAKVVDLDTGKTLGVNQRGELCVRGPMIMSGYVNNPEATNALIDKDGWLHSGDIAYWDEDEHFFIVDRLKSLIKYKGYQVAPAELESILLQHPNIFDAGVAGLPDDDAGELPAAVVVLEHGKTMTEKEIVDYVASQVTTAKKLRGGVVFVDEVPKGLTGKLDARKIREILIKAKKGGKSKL
#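 Biochemical qHTS of compounds, final roughly 60 µM downward over six points, against 10 nM purified firefly luciferase using Km concentrations of substrates (10 uM D-luciferin, 10 uM ATP) in Tris acetate pH 7.5 buffer; luminescence output.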
# RORgamma inh: ROR gamma (mouse) transcription inhibition. P51450. Drosophila S2 Gal4-RORgamma UAS-luciferase reporter, 20 h. Potency, µM (titrated, usually from 53.6 µM), for the others: at the top dose activity change, negative = inhibition, actives largely listed as inhibitors. 310,000 compounds, 5.4% hits; also: potency is read from the fitted curve at half-maximal effect; % is scaled to controls: 0 for no effect and ±100 for the full control effect; nearly all actives have a fitted effect of over 60% in size
# Target sequence (P51450 whole entry, looked up, the tested form may be a part): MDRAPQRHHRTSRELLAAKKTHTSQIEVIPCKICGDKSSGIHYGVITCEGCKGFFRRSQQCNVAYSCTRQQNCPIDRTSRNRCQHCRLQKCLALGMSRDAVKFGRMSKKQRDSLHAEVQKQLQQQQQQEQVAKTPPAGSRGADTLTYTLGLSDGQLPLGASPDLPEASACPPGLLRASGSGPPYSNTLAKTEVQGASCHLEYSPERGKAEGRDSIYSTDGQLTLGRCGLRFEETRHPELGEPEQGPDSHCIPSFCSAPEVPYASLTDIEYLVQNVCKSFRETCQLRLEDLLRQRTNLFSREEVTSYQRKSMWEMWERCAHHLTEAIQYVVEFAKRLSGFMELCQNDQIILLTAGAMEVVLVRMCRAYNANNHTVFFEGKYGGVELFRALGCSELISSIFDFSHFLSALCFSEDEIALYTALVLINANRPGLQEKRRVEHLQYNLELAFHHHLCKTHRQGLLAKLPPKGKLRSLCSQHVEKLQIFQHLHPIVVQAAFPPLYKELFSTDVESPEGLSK
#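 Using a luciferase readout, inhibitors were identified by reduced reporter activity in Drosophila cells coexpressing a copper-inducible Gal4–ROR gamma fusion and UAS-driven Photinus luciferase, incubated 20 hr after 700 uM copper sulfate.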
# Numbers without * were called inactive; ? = inconclusive; nt = no result given; [ ] = remark or other dose. Unless noted, calls follow the shape of the dose curve; as a rule, active = well fitted curve in the direction sought with a large enough effect; inconclusive = small, poorly fitted or top-dose-only effect, or another doubt; inactive = no such curve, though single readings can be large; an effect the other way counts as inactive or inconclusive.
SMILES,BRCA1 expr up,p53 reactivation,ELG1 genotoxic,VP16 counter,Tb PFK block,TRPV1 ag,ELG1 repair inh,NPC1 prom act,Rab9 prom act,FLuc counter,RORgamma inh
CC(C)N1CCC(N2CCN(CCCc3ccccc3)CC2CCO)CC1 (configuration not stated),-10%,9%,2%,8%,-1%,2,3%,1%,-2%,0%,-12%
COCCN1C(=O)C(=O)/C(=C(/O)c2ccc(S(=O)(=O)N3CCOCC3)cc2)C1c1cccc(Cl)c1 (configuration not stated),-2%,1%,0%,3%,5%,2,-5%,1%,0%,-2%,21%
COc1cc(/C=N/n2nnnc2N)ccc1OC(C)C,17%,-1%,7%,6%,-1%,2,?,7%,10%,0%,15%
Cc1ccc(NC(=O)CCC(=O)NNC(=O)c2ccco2)c(C)c1,1%,3%,0%,7%,0%,1,10%,-3%,1%,2%,18%
CC1CCCCN1Cc1c(O)ccc2c(=O)c(-c3nc4ccccc4s3)coc12 (configuration not stated),-16%,12%,0%,-3%,-3%,nt,?,24%,21%,21µM*,23%
Cc1cc(-c2ccc(S(=O)(=O)N(C)Cc3ccccc3)cc2)on1,-10%,8%,-1%,-11%,6%,26,3%,-4%,3%,0%,9%
CN(C)C(=O)c1ccc(NC(=O)COc2cccc3c2OC(C)(C)C3)cc1,-17%,1%,0%,nt,2%,-1,2%,-1%,-5%,-2%,nt
Cc1ccc(NC(=O)CSc2nnc(-c3ccccn3)n2N)cc1F,-9%,-3%,-7%,-11%,-4%,1,-21%,-2%,-1%,5%,-30%
CC(=O)NS(=O)(=O)c1ccc(NC(=S)NC(=O)CC(C)C)cc1,-10%,1%,-1%,-6%,0%,-1,11%,-2%,-12%,0%,-6%
COc1cccc(CN(C)CC(=O)NC(=O)NCc2ccccc2)c1,4%,-6%,-5%,6%,-1%,27,-4%,-3%,-2%,2%,39%
CC(C)CC(=O)Nc1ccc(N2CCN(C(=O)c3cccs3)CC2)cc1,-19%,-4%,-7%,3%,-1%,1,?,-1%,3%,2%,17%
O=C(Nc1ccc(S(=O)(=O)N2CCOCC2)cc1)c1ccccc1,-31%,20%,0%,1%,0%,?,-20%,2%,2%,2%,-9%
Fc1ccc(OCCn2cnc(Cl)c2Cl)cc1,-11%,-5%,4%,-10%,-25%,5,?,-1%,-2%,-1%,-3%
CC1CCN(C(=O)c2cccc(S(=O)(=O)N3CCCCC3)c2)CC1,-8%,-4%,-1%,1%,-1%,9,-20%,-5%,-1%,0%,5%
O=C(O)c1ccc(-c2noc(-c3cccc(Cl)c3)n2)cc1,?,11%,?,nt,1%,nt,?,nt,nt,nt,nt
COC(=O)c1ccc(N(C(=O)CNC(=O)c2ccco2)C(C(=O)NC2CCCC2)c2ccco2)cc1 (configuration not stated),3%,-2%,2%,4%,-3%,0,-1%,0%,0%,3%,-14%
COc1ccc(N2C(=O)CSC2c2ccccc2F)c(OC)c1 (configuration not stated),-14%,-4%,-5%,18%,5%,-5,4%,-1%,-7%,0%,9%
Cc1nn(-c2cc(N3CCCCCC3)ccc2[N+](=O)[O-])c(=O)c2ccccc12,3%,-1%,2%,14%,8%,11,-4%,-5%,-6%,-1%,39%
CC(=O)c1ccc(NC(=O)C2CC(c3ccc(F)cc3)=NO2)cc1 (configuration not stated),1%,?,8%,0%,4%,25,?,1%,-2%,2%,4%
O=[N+]([O-])c1ccc(/C=N/Nc2nc(N3CCOCC3)nc(N3CCOCC3)n2)cc1,nt,3%,-6%,-9%,-3%,-2,?,-3%,-5%,1%,-8%
Cc1ccc(C)c(NC(=O)CN2C(=O)CNC2=O)c1,15%,-1%,1%,3%,1%,0,12%,0%,-2%,2%,-14%
Cc1ccc(S(=O)(=O)NC2CCCCC2)c(C)c1NS(C)(=O)=O,1%,1%,-6%,1%,4%,3,-6%,-5%,-7%,1%,-12%
C=CCc1cccc2cc(C(=O)N(CC)CC)c(=O)oc12,2%,1%,1%,-3%,5%,1,-9%,1%,-6%,0%,17%
CC(C)CN(C(=O)COC(=O)c1ccccc1SCC(=O)NC1CCCCCC1)C1CCS(=O)(=O)C1 (configuration not stated),13%,4%,-3%,29%,0%,0,-18%,2%,-1%,-11%,?
COC(=O)C1CCN(C(=O)C2CCN(C(=O)[C@H](C)NS(=O)(=O)c3ccc(C)cc3)CC2)CC1,25%,10%,3%,4%,2%,2,16%,-1%,-1%,2%,0%

# (continued)
SMILES,BRCA1 expr up,p53 reactivation,ELG1 genotoxic,VP16 counter,Tb PFK block,TRPV1 ag,ELG1 repair inh,NPC1 prom act,Rab9 prom act,FLuc counter,RORgamma inh
COc1ccc(/C=C2\C(=O)ON=C2c2ccccc2)cc1OC,6%,nt,?,11µM*,-2%,0,26%,-1%,2%,?,13µM*
O=C(NCc1ccccc1)Nc1cccc2ccccc12,37%,-3%,0%,22%,3%,1,-3%,-4%,2%,3%,0%
CC(C)Oc1ccc(C(=O)NC2=NCCS2)cc1,?,21%,?,1%[10 µM],-14%,18,?,0.71µM*,0.45µM*,6µM*,10µM*
COc1ccc(/C(N)=N/OC(=O)c2ccc(Br)o2)cc1,?,?,?,5%,0%,0,?,?,?,6µM*,-17%
COc1ccc(Cl)cc1CN1CCOCC1,-12%,1%,0%,-7%,-1%,-2,8%,-1%,2%,-2%,-6%
COc1ccc2nc(NC(=O)c3ccc(-c4cccc([N+](=O)[O-])c4)o3)sc2c1,nt,?,4%,?,6%,-15,8%,1%,7%,-5%,58%
C=CCNC(=O)c1onc(CSc2ccccc2)c1C(=O)O,3%,4%,0%,-3%,-6%,2,9%,0%,14%,?,-3%
CC(C)c1ccc(NC(=O)[C@@H](NC(=O)N2CC(=O)Nc3ccccc32)C(C)C)cc1,-44%,5%,-1%,13%,2%,0,-24%,-1%,1%,-13%,34%
COc1ccc(CNC2C[C@H]3CCCC(=O)N4CC[C@@H](C2)[C@@H]34)cc1 (some centres not stated),11%,12%,-3%,5%,-7%,nt,27%,nt,nt,nt,-2%
CCCC(NC(=O)CCc1c(C)c2cc3c(-c4ccccc4)coc3cc2oc1=O)C(=O)O (configuration not stated),-2%,-7%,2%,?,0%,0,13%,-4%,4%,?,?
CC(Oc1cccc(Cl)c1)C(=O)Nc1ccc([N+](=O)[O-])cn1 (configuration not stated),-22%,-7%,-1%,-2%,-14%,16,-13%,2%,-6%,6%,30%
CCc1ccc(-c2nc(CS(=O)CC(=O)O)c(C)o2)cc1 (configuration not stated),7%,0%,?,-20%,1%,0,?,24%,?,21µM*,-26%
O=c1c(=O)n2c(nn1Cc1ccc(F)cc1)sc1ccccc12,2%,5%,-2%,15%,2%,-1,10%,2%,-2%,5%,15%
O=C(O)/C=C/c1ccccc1[N+](=O)[O-],0%,4%,-2%,-5%,20%,1,-16%,-4%,2%,3%,-2%
CCOc1cc(/C=C2\C(=O)N(Cc3ccc(C)cc3)C(C)=C2C(=O)OC)ccc1O,-48%,2%,0%,-3%,-5%,2,13µM*,-2%,-6%,-1%,53%
Oc1ccc2[nH]ccc2c1,-10%,6%,1%,-6%,2%,0,?,-1%,-3%,3%,-17%
O=C(Cc1ccccc1)Nc1cccnc1,-19%,1%,0%,5%,1%,-3,5%,-8%,0%,2%,2%
CC(C)CN(CCCNC(=O)CN1C(=O)COc2ccc(S(=O)(=O)N3CCOCC3)cc21)CC(C)C,0%,nt,nt,-5%,0%,0,0%,0%,0%,1%,-14%
O=C(COC(=O)Cc1cccs1)Nc1ccccc1Cl,2%,-2%,-3%,3%,0%,4,-10%,-25%,0%,-2%,-7%
COc1cc(C(=O)/C=C/c2cccnc2)c([N+](=O)[O-])cc1OC,-83%,-28%,-8%,nt,-2%,-1,?,-22%,-32%[inhibitor],3%,nt
O=C1C2CSCN2C(=O)CN1CCCN1CCN(C(c2ccccc2)c2ccccc2)CC1 (configuration not stated),-8%,-22%,-4%,-7%,3%,-3,4%,0%,-1%,-4%,-26%
